Screening results as filed in PubChem BioAssay.
Epigenetic derep: Quantitative High-Throughput Screen for Regulators of Epigenetic Control; Potency, µM (top dose mostly 53.9 µM), inactives show at the highest dose GFP activation, actives largely listed as activators; 0.2% of 280,000 active; murine LDR cells, GFP reporter derepression, 30 h; active means well fitted activation curve with a large enough effect; inconclusive means small, poorly fitted or top-dose-only effect; further: % of control where 0% means no effect; nearly all actives have a fitted effect of over 60% in size
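GFP-positive cell count by laser-scanning cytometry (objects 20–120 um) after 30 h, 37 C compound exposure of murine LDR cells; reporter is CMV-GFP integrated at a silenced locus, inducible by HDAC or DNMT inhibitors.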
The depositor's hits bear a star; ? = inconclusive. Potency means the concentration at half of the fitted maximal effect. Only part of the results is shown (hit frequency here may not be typical).

SMILES	Epigenetic derep
COc1ccccc1N1CCN(S(=O)(=O)c2ccc(-c3cc(C(F)(F)F)on3)s2)CC1	2.7%
COc1ccc2c(c1)cc1c(=O)n(CC(=O)NC3CCCCC3)nc(C)n12	0.0%
CCOc1ccc(-n2c(=O)c3sc4ccccc4c3n(Cc3ccc(F)cc3)c2=O)cc1	7.8%
CCOc1ccc(NC(=O)N2CC3CCCN3c3ccccc32)cc1 (stereo not given)	-2.3%
Cc1ccc(C)c(NC(=O)CCS(=O)(=O)c2cccc3nsnc23)c1	7.5%
Cc1cccc(CC(=O)Nc2ccc3nc(N4CCC(C)CC4)cc(C)c3c2)c1	5.1%
CCn1cc(C(=O)NCCCN(CC(C)C)CC(C)C)c(=O)c2cc(S(=O)(=O)N3CCc4ccccc4C3)ccc21	0.3%
CC1=C(C(=O)Nc2ccccc2C)C(c2ccccn2)n2nc(SCc3ccccc3F)nc2N1 (stereo not given)	-1.1%
Cc1cc2c(cc1C)NC(CC(=O)Nc1ccccc1)C(=O)N2 (stereo not given)	-1.3%
CCOC(=O)c1c(C)[nH]c(C)c1S(=O)(=O)N(C)CC(=O)Nc1ccc(C)c(F)c1	-3.7%
CC(=O)N1CCc2cc(S(=O)(=O)NC(CC(C)C)C(=O)Nc3cc(C)cc(C)c3)ccc21 (stereo not given)	-2.0%
COc1ccc(-c2noc(CNC(=O)c3ccc(OC)cc3OC)n2)cc1	0.0%
CCCCS(=O)(=O)c1oc(-c2ccc(F)cc2)nc1S(=O)(=O)c1ccccc1	-1.1%
CNS(=O)(=O)c1cn(CC(=O)N2CCN(c3cccc(Cl)c3)CC2)cc1S(=O)(=O)NC	2.8%
CC1CCN(S(=O)(=O)c2ccc3nc(NCc4ccc(N(C)C)cc4)ccc3c2)CC1	0.3%
O=C(CCn1nc(-c2ccccc2)c2ccccc2c1=O)Nc1ccccc1	-1.0%
CCOC(=O)c1ccc(N2C(=O)c3[nH]nc(-c4ccc(OCC)cc4)c3C2c2cccs2)cc1 (stereo not given)	-1.9%
COc1cc(OC)c(NC2=C(c3ccc(C(F)(F)F)cc3)C(=O)c3ccccc32)cc1Cl	3.1%
COc1ccc(C)cc1-n1c(-c2ccc(Cl)cc2)cc2c1CC(C)(C)CC2=O	1.1%
COc1cccc(-c2nc(CS(=O)(=O)CC(=O)NCCCN3CCN(C)CC3)c(C)o2)c1	-1.1%
CCOc1ccc(CCNC(=O)Cn2ncc3c(=O)oc4ccc(C)cc4c32)cc1	1.4%
COc1cccc(N2C(=O)C(CC(=O)Nc3ccc(Cl)cc3)N(Cc3ccc4c(c3)OCO4)C2=O)c1 (stereo not given)	-0.2%
COc1c(Cl)cc(C(=O)Nc2cccc(-c3nc4ccccc4[nH]3)c2)cc1Cl	-0.8%
CC(=O)c1cccc(Nc2cc(C)nc3nc(Cc4ccccc4)nn23)c1	-0.6%
CC1CCC(NC(=O)Cn2ncc3c4ccccc4n(Cc4ccc(Cl)cc4)c3c2=O)CC1 (stereo not given)	5.6%
Cc1cccn2c(=O)c3cc(C(=O)NCc4ccccc4Cl)sc3nc12	-1.8%
COCCNC(=O)Cn1nc(-c2ccc(C)cc2)c2ccccc2c1=O	0.4%
COc1cc2[nH]c(=O)n(CCC(=O)N3CCN(c4ccc(Cl)cc4)CC3)c(=O)c2cc1OC	-0.7%
Cc1ccc(-c2cc(C(F)(F)F)n3ncc(-c4ccccc4)c3n2)cc1	?
COc1ccc(OC)c(C2CC(=O)Oc3c2c(=O)n(C)c2ccccc32)c1 (stereo not given)	-2.3%

By substructure: the compounds so far with a Cl atom.
SMILES	Epigenetic derep
CNS(=O)(=O)c1cn(CC(=O)N2CCN(c3cccc(Cl)c3)CC2)cc1S(=O)(=O)NC	2.8%
COc1cc(OC)c(NC2=C(c3ccc(C(F)(F)F)cc3)C(=O)c3ccccc32)cc1Cl	3.1%
COc1ccc(C)cc1-n1c(-c2ccc(Cl)cc2)cc2c1CC(C)(C)CC2=O	1.1%
COc1cccc(N2C(=O)C(CC(=O)Nc3ccc(Cl)cc3)N(Cc3ccc4c(c3)OCO4)C2=O)c1 (stereo not given)	-0.2%
COc1c(Cl)cc(C(=O)Nc2cccc(-c3nc4ccccc4[nH]3)c2)cc1Cl	-0.8%
CC1CCC(NC(=O)Cn2ncc3c4ccccc4n(Cc4ccc(Cl)cc4)c3c2=O)CC1 (stereo not given)	5.6%
Cc1cccn2c(=O)c3cc(C(=O)NCc4ccccc4Cl)sc3nc12	-1.8%
COc1cc2[nH]c(=O)n(CCC(=O)N3CCN(c4ccc(Cl)cc4)CC3)c(=O)c2cc1OC	-0.7%

Carrying on:
SMILES	Epigenetic derep
COc1cccc(-c2nnc(-c3ccccc3NC(=O)c3cccc(C(F)(F)F)c3)o2)c1	-1.1%
Cc1nnc(N2CCC(C(=O)NCCc3ccccc3Cl)CC2)c2nn(-c3ccccc3)c(C)c12	-1.9%
CCOC(=O)c1ccc(NC(=O)CC(=O)Nc2ccc3nc4n(c(=O)c3c2)CCCCC4)cc1	9.0%
CCC(=O)N1CCc2cc(Br)cc(S(=O)(=O)NCCc3ccccc3)c21	0.0%
CN1CCN(C(=O)Cn2ncc3c4ccccc4n(Cc4ccc(Cl)cc4)c3c2=O)CC1	-0.1%
COc1cccc(C(=O)Nc2cc3cc(OC)ccc3oc2=O)c1	0.0%
COc1ccc(NC(=O)Cn2cc(S(=O)(=O)c3ccccc3)c(=O)c3cc4c(cc32)OCO4)cc1	0.4%
COc1cc(OC)c(NC(=O)N2CCN3CCCCC3C2)cc1Cl (stereo not given)	-1.8%
Cc1cccc(NC(=O)CN2C(=O)C(c3ccc(F)cc3)=NC23CCCCCC3)c1C	-0.3%
Cc1ccc2c(=O)cc(C(=O)N(Cc3ccccc3Cl)C3CCS(=O)(=O)C3)oc2c1 (stereo not given)	-1.9%
CCc1cccc(C)c1NC(=O)c1cccc(C(=O)Nc2c(C)cccc2CC)c1	0.0%
Cc1oc2c(c(C)cc3oc(=O)c(CC(=O)NCc4ccccc4)c(C)c32)c1C	-0.3%
COc1cccc(-c2nc(S(=O)(=O)c3ccc(C)cc3)c(NCc3ccccc3)o2)c1	1.6%
CC(C)Oc1ccc(C(=O)Nc2nc3c(s2)CC(C(C)(C)C)CC3)cc1 (stereo not given)	5.7%
CCOC(=O)c1c(C)[nH]c(C)c1S(=O)(=O)N1CCC(C(=O)Nc2cc(Cl)ccc2OC)CC1	-0.8%
CCC(C)NC(=O)CCc1c(C)nc2cc(-c3ccc(OC)cc3OC)nn2c1C (stereo not given)	0.0%
CCOc1ccccc1CNC(=O)C1CCN(c2nc3ccccc3nc2C(F)(F)F)CC1	-2.6%
O=C(NC1CCCCC1)c1ccc(CSc2nc3ccncc3n2Cc2ccccc2F)cc1	1.4%
CC(C)n1c(SCC(=O)Nc2ccc(F)cc2)nc2c(oc3ccccc32)c1=O	1.4%
COc1ccc(S(=O)(=O)c2c(SC)nn(Cc3ccccc3C)c2NC(C)=O)cc1	-3.3%
CCCCOc1ccc(CNC(=O)c2cccc(NC(=O)N3CCSc4ncccc43)c2)cc1	-0.8%
COc1ccc(-n2nc(C(=O)Nc3ccc(C)cn3)c3c4ccccc4n(C)c3c2=O)cc1	-0.4%
COc1ccc(Cl)cc1NC(=O)Cn1c(=O)n(Cc2ccc(F)cc2)c(=O)c2cccnc21	13%
CCOC(=O)c1ccccc1NC(=O)n1ncc2cc(Cl)ccc21	-2.4%
O=C(NCC1(c2ccccc2)CCCC1)C(=O)Nc1cccc(Br)c1	3.5%
COc1ccc(NC(=O)CCn2c(=O)c3cccn3c3cccnc32)c(OC)c1	-0.2%
CCc1ccc(Nc2sc(C(=O)c3ccccc3)c(N)c2S(C)(=O)=O)cc1	4.1%
CCC12CN3CC(C)(CN(C1)C3c1c[nH]c3ccccc13)C2=O (stereo not given)	-3.1%
Cc1ccccc1Cn1c2ccccc2c2cnn(CC(=O)NC3CCC(C)CC3)c(=O)c21 (stereo not given)	?
COC(=O)c1ccccc1NC(=O)CSc1nc2nc(C)cc(C)n2n1	-0.2%
COc1ccc(/C=C(/C#N)c2nc(-c3cc4ccccc4oc3=O)cs2)cc1	-1.6%
O=C(NCc1ccc(F)cc1)c1ccc2c(c1)N(Cc1c(F)cccc1Cl)C(=O)CS2	12%
CCOC(=O)c1c(N)n(-c2cc(C)cc(C)c2)c2nc3ccccc3nc12	-0.8%
CCOc1ccc(N2C(=O)c3[nH]nc(-c4ccc(OC)cc4)c3C2c2cccs2)cc1 (stereo not given)	0.0%
CCOc1ccc2nc(N3CCCC(C(=O)Nc4ccc(OC)c(Cl)c4)C3)sc2c1 (stereo not given)	0.0%
CCc1ccc(CNC(=O)c2ccc(-c3nc(CSc4ccc(C)cc4)c(C)o3)cc2)cc1	-1.2%
Cc1ccc(-c2noc(-c3nnn(CC(=O)Nc4cc(C)cc(C)c4)c3N)n2)cc1	-1.0%
CCN(CC)c1ccc(NC(=O)CCc2nc3cccnc3n2Cc2cccs2)c(C)c1	-2.9%
CSc1nn(Cc2cccc(Cl)c2)c(N(C(C)=O)C(C)=O)c1S(=O)(=O)c1ccccc1	-1.8%
COc1ccc(C2CC(=O)N3CN(C4CCCCC4)CSC3=C2C#N)cc1 (stereo not given)	2.6%
CCc1cccc(NC(=O)Nc2csc3c2CCCC3)c1	6.8%
COc1ccc(CNC(=O)Cc2coc3ccc(C(C)C)cc23)cc1	-1.0%
COc1ccc(C(=O)NCCSc2c[nH]c3ccccc23)cc1OC	2.4%
O=C(Nc1ccccc1Br)C1CCCN(S(=O)(=O)c2cccc3nsnc23)C1 (stereo not given)	3.8%
CCn1c(=O)cc(SCC(=O)NCCc2cc(OC)ccc2OC)c2ccccc21	-1.1%
Cc1nn(CC(=O)NCCc2ccccc2Cl)c(=O)c2nn(-c3ccccc3)c(C)c12	2.7%
Cc1ccc(Cl)cc1NC(=O)Cn1c(=O)c2ccccc2n2nncc12	1.9%
CC(=O)c1ccc(NC(=O)CCOc2ccccc2)cc1	-2.7%
Cc1nc2sccn2c(=O)c1S(=O)(=O)Nc1ccc(N2CCOCC2)c(Cl)c1	0.6%
COc1ccc(C(=O)N2CCC(C(=O)Nc3ccccc3Cl)CC2)cc1	2.9%
More entries.
SMILES	Epigenetic derep
COc1ccc(CNC(=O)C2CCN(S(=O)(=O)Cc3ccccc3)CC2)cc1	4.2%
Cc1cccc(NC(=O)CSc2cn(CC(=O)N3CCCC3)c3ccccc23)c1C	0.9%
Cc1cc(C)c(NC(=O)Cn2c(=O)n(CC(=O)NCCc3ccccc3)c(=O)c3ccccc32)c(C)c1	-3.9%
COc1ccc(-n2c(=O)c3ccc(C(=O)NCc4ccc(C)cc4)cc3n(Cc3ccc(F)cc3Cl)c2=O)cc1	-1.3%
COc1ccc(N2CCN(c3oc(/C=C/c4ccccc4OC)nc3C#N)CC2)cc1	-5.5%
CCn1cc(C(=O)NCCc2ccc(C)cc2)c(=O)c2cc(S(=O)(=O)N3CCc4ccccc4C3)ccc21	-0.8%
COc1ccc(OC)c(NC(=O)CN2C(=O)CC(C)Sc3ccccc32)c1 (stereo not given)	0.0%
CCCS(=O)(=O)c1nc(S(=O)(=O)c2ccc(C)cc2)c(NCc2ccccc2Cl)s1	?
COc1ccc(C(CC(=O)Nc2cc(OC)c(OC)c(OC)c2)N2Cc3ccccc3C2=O)cc1 (stereo not given)	2.2%
Cc1ccccc1C(=O)N1CCCCC1CCN1CCCCC1 (stereo not given)	1.5%
Cn1c(NCCCO)nc2c1c(=O)n(Cc1cccc(F)c1)c(=O)n2C	1.0%
Cc1ccc(NC(=O)N2CCN(c3ccc(Cl)c(Cl)c3)CC2)cc1	-1.9%
CCc1nc2nc(C)cc(Nc3ccc(OC)cc3)n2n1	0.6%
COc1ccc(N(CC(=O)NCc2ccc(C)cc2)S(=O)(=O)c2c(C)[nH]c(=O)[nH]c2=O)cc1	0.0%
CC(=O)c1cccc(NC(=O)C2=CC(c3ccc(F)cc3)=NS(=O)(=O)N2C)c1	-2.0%
CCSc1ncc(Cl)c(C(=O)N(Cc2ccccc2Cl)C2CCS(=O)(=O)C2)n1 (stereo not given)	-1.9%
CCCOc1ccc(C(=O)Nc2ccc(NC(=O)c3ccccc3)c(C)c2)cc1	-0.8%
COc1ccc(Cn2nc3n(c2=O)-c2ccccc2OC3)cc1	2.2%
CCS(=O)(=O)c1nc(S(=O)(=O)c2ccc(Cl)cc2)c(NCc2ccccc2Cl)s1	-2.9%
COc1cc(NC(=O)CC(C)S(=O)(=O)c2ccc3c(c2)CCN3C(C)=O)cc(OC)c1OC (stereo not given)	0.4%
CCOCCCNC(=O)c1c(NC(=O)c2cc(=O)c3ccccc3o2)sc2c1CCC2	0.0%
O=C(NCc1ccccc1Cl)c1ccc(Nc2nc3ccccc3n3nnnc23)cc1	10µM*
Cc1cccc(NC(=O)Cn2nnc(-c3nc(-c4ccncc4)no3)c2N)c1	2.0%
COc1ccccc1CNC(=O)CSc1ncc2c(n1)-c1ccc(Cl)cc1N(Cc1ccccc1)S2(=O)=O	12%
COC(=O)c1ccc(NC(=O)CC2C(=O)N(c3cccc(OC)c3)C(=O)N2C(C)C)cc1 (stereo not given)	0.4%
CCN(CC)C(=O)CSc1cn(CC(=O)N2CCCCCC2)c2ccccc12	5.2%
CCOc1ccc2c(c1)c(=O)c(S(=O)(=O)c1ccc(Cl)cc1)cn2Cc1ccccc1C	-3.2%
CCc1ccc2oc(-c3cccc(NC(=O)c4cc5ccccc5o4)c3)nc2c1	-1.6%

A section taken from the entries so far:
SMILES	Epigenetic derep
Cc1cccc(NC(=O)Cn2nnc(-c3nc(-c4ccncc4)no3)c2N)c1	2.0%
COc1ccccc1CNC(=O)CSc1ncc2c(n1)-c1ccc(Cl)cc1N(Cc1ccccc1)S2(=O)=O	12%
COC(=O)c1ccc(NC(=O)CC2C(=O)N(c3cccc(OC)c3)C(=O)N2C(C)C)cc1 (stereo not given)	0.4%
CCN(CC)C(=O)CSc1cn(CC(=O)N2CCCCCC2)c2ccccc12	5.2%
CCOc1ccc2c(c1)c(=O)c(S(=O)(=O)c1ccc(Cl)cc1)cn2Cc1ccccc1C	-3.2%
CCc1ccc2oc(-c3cccc(NC(=O)c4cc5ccccc5o4)c3)nc2c1	-1.6%
